# Assay outcomes: PubChem, several laboratories
# FadD28 FP inh = blocks FadD28 binding to the bisubstrate probe; AID 588549; inhibition, % at 12.5 µM; 360,000 compounds, 0.22% hits; fluorescence polarization; in the data active means inhibition above about 8.5%, passing the limit was not always enough; inconclusive means no clear call, values can overlap the other calls
# BoNT A protease = inhibitors of Botulinum neurotoxin A light chain protease; AID 588499; multiplex microsphere protease substrate cleavage, flow cytometry; inhibition, % at 10 µM; 360,000 compounds, 0.17% hits; further: plate controls were buffer without enzyme for full effect and enzyme alone for no effect
# FBA Mtb inh = inhibitors of M. tuberculosis fructose-bisphosphate aldolase. P9WQA3. purified M. tuberculosis FBA, fluorescence read-out. inhibition, % at 1 µM. 360,000 compounds, 2.3% hits. AID 588726; in the data active means inhibition above about 27%;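 further: 0% = vehicle and 100% = reference inhibitor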
# GDH-TPI counter = GDH-TPI coupled enzyme inhibition counter-screen | GDH-TPI coupled enzyme counterscreen, NADH absorbance | inhibition, % at 4.8 µM | 360,000 compounds, 1.2% hits | AID 588335; in the data active means inhibition above about 30%;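 further: 0% = DMSO wells and 100% = wells lacking the enzyme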
# Mtb BioA inh = blocks M. tuberculosis BioA enzyme activity; purified M. tuberculosis BioA enzyme, plate reader; inhibition, % at 9.99 µM; 360,000 compounds, 0.096% hits; AID 602481; in the data active means inhibition above about 40%; inconclusive means no clear call, values can overlap the other calls
# BoNT F protease = inhibitors of Botulinum neurotoxin F light chain protease; Multiplex microsphere protease cleavage assay, flow cytometry; inhibition, % at 10 µM; 360,000 compounds, 0.22% hits; AID 588497; in the data active means inhibition above about 35%, passing the limit was not always enough; inconclusive means no clear call, values can overlap the other calls; further: plate controls were buffer without enzyme for full effect and enzyme alone for no effect
# Anthrax LF prot = inhibitors of Bacillus anthracis lethal factor protease; 360,000 compounds, 0.12% hits; inhibition, % at 10 µM; P15917; multiplex microsphere protease cleavage assay, LF; AID 588501; further: plate controls were buffer without enzyme for full effect and enzyme alone for no effect
# Target sequence (P15917 whole entry, looked up): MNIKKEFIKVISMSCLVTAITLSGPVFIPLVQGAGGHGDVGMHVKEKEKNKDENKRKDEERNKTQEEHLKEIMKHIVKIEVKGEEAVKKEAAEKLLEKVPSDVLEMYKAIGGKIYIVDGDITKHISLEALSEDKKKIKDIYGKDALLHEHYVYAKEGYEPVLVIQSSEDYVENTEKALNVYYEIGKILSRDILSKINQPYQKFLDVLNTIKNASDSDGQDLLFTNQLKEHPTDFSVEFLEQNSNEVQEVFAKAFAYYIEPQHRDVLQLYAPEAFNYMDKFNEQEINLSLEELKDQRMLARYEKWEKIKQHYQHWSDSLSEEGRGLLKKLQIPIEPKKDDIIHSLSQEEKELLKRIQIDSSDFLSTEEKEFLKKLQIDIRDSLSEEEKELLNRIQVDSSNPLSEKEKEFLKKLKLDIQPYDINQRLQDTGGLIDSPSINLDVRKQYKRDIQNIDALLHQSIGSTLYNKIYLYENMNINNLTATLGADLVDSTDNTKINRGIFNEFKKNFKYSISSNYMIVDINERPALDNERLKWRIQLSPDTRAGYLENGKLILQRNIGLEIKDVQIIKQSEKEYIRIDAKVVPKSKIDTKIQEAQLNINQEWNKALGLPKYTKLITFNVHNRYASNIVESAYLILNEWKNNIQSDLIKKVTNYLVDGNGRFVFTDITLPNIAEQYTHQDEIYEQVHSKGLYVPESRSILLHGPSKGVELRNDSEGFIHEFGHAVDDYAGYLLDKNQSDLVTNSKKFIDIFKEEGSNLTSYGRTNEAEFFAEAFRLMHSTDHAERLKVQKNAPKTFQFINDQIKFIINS
# PfHsp40 yeast = restores yeast growth despite PfHsp40 toxicity; S. cerevisiae expressing PfHsp40, growth rescue, ATP luminescence; growth rescue, % at 12.5 µM; 340,000 compounds, 0.68% hits; in the data active means growth rescue above about 28%, passing the limit was not always enough; inconclusive means no clear call, values can overlap the other calls;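 further: yeast W303a lacking pdr1 and pdr3 grown in galactose medium; growth measured after three days at 30 °C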
# UGM FP inh = inhibitors of M. tuberculosis UDP-galactopyranose mutase. P9WIQ1. purified UGM, fluorescence polarization probe displacement. inhibition, % at 10 µM. 320,000 compounds, 0.06% hits; in the data active means inhibition above about 10%, passing the limit was not always enough; inconclusive means no clear call, values can overlap the other calls
# Numbers without * were called inactive; ? = inconclusive; nt = not tested or not shown. Unless noted, no stated cut-off is given here; in the data, active means inhibition above about 30%; inconclusive means no clear call, values can overlap the other calls; inactive means below that. Compounds as they come, and some 4.7% of all compounds hit somewhere here.
structure,UGM FP inh,BoNT A protease,GDH-TPI counter,Mtb BioA inh,BoNT F protease,PfHsp40 yeast,FadD28 FP inh,Anthrax LF prot,FBA Mtb inh
COc1ccc(-c2sc3ccc(OC)cc3c2C#Cc2cncn2C)cc1,-2.0,1.7,6,-4.9,-6,-0.8,1.2,4,15
Cc1ccc(/C=N\NC(=O)C2COc3cc4ccccc4cc3O2)o1 (configuration not stated),-0.4,-0.7,8,0.7,-11,0.1,-0.7,-4,3
Cc1cc(C)c2nc(N(CCN(C)C)C(=O)c3ccc4ccccc4c3)sc2c1,2.9,2.9,-3,-2.5,-2,5.3,-5.3,0,-1
Cc1cccc(-c2cc3nc(C)cc(N4CC(C)CC(C)C4)n3n2)c1 (configuration not stated),-0.2,-0.5,10,5.7,-10,-1.5,-2.0,-3,67*
Cc1ccccc1/C=C/c1cccc[n+]1C,-2.8,2.4,20,-1.4,?,-0.8,-3.9,-1,-1
Cc1cc(C)c(/C=N/NC(=O)c2nnn(-c3nonc3N)c2COc2ccc(F)cc2)c(C)c1,-3.3,-6.9,3,-2.5,-16,nt,-2.0,-10,0
Cc1ccc(CN2CCN(/N=C/c3cccs3)CC2)cc1,1.2,-1.4,7,nt,-9,-1.4,-0.2,-2,0
CCN(CC)CCNC(C(=O)Nc1cc(C(F)(F)F)ccc1Cl)c1ccccc1 (configuration not stated),-1.3,-0.1,2,1.9,-5,0.6,-1.4,-4,1
CC(C)(C)OC(=O)N1CCC(C(=O)Nc2ccc3c(c2)CCC3)CC1,0.2,0.7,3,-0.7,-2,-0.4,-1.9,-3,3
CC1CCN(C(CC(=O)c2ccccc2)C(=O)c2ccccc2)CC1 (configuration not stated),nt,0.4,6,-1.4,-1,-1.0,nt,0,2
CCCC1=NN(C(=O)Cc2ccc([N+](=O)[O-])cc2)C(O)(C(F)(F)F)C1 (configuration not stated),1.6,0.8,-4,nt,2,4.4,-1.7,0,3
CCOC(=O)CC(=O)Nc1ccc(C)cc1,2.7,-1.5,-1,-0.6,-22,0.6,0.3,0,7
CCc1nc2sc3c(c2c(=O)n1N)CCC3,-0.2,-0.4,4,1.8,-26,0.6,0.7,-4,8
Cn1c(=O)c2c(nc(N3CCCC3)n2CC(O)CO)n(C)c1=O (configuration not stated),-2.3,-0.5,-5,-2.1,-5,-0.9,-4.3,1,-1
Cc1nc(C)c(C(=O)N2CCCC(CCC(=O)NCc3ccc(F)c(F)c3)C2)s1 (configuration not stated),-3.0,-0.8,-2,nt,-2,-0.9,0.8,-1,5
CC(=O)Nn1cnc2c(c1=O)C1(CCCC1)Cc1ccccc1-2,0.0,-0.7,17,-0.2,-3,1.8,-2.3,4,-6
CCOc1ccc(NS(=O)(=O)c2ccc(C(=O)N3CCCCC3)cc2)cc1,2.8,-1.9,4,-0.3,-2,0.2,-0.9,-5,-1
Cc1cc(C(F)(F)F)nn1Cc1n[nH]c(=S)n1-c1ccc(F)cc1,2.6,0.6,8,nt,1,1.4,-2.9,1,4
CCOC(=O)[C@H]1[C@H]2COc3ccccc3[C@@H]2N2C(=O)CN(Cc3ccccc3)C(=O)[C@@]12C,-6.1,-0.3,-4,1.3,-5,-0.6,-1.8,6,3
COC(=O)C1=C(c2ccccc2)C[C@@H]2CC[C@H]1N2C(=O)NC1CC1,0.4,0.3,5,-1.9,2,-0.5,-0.4,-4,-2
Cc1nn(C)cc1C(=O)NNC(=S)Nc1ccccc1,-0.3,-0.3,2,0.0,5,0.0,-1.2,4,6
NC(=O)C1Cc2ccccc2CN1C(=O)c1cccc(Oc2ccccc2)c1 (configuration not stated),-0.2,0.2,-2,2.5,6,1.7,-4.7,-22,-1
Cc1ccccc1NC(=O)C1C2CC/C=C\CCC21 (configuration not stated),-1.3,-0.2,6,nt,-4,1.2,-0.1,-1,1
COc1ccc(CN2CCCC(N3CCN(c4cccc(Cl)c4)CC3)C2)cc1OC (configuration not stated),2.0,1.8,-1,-0.1,4,0.4,-4.6,-9,8

# Quoted from the listing.
# `NC(=O)C1Cc2ccccc2CN1C(=O)c1cccc(Oc2ccccc2)c1` (configuration not stated) in UGM FP inh reads -0.2
# `CCOc1ccc(NS(=O)(=O)c2ccc(C(=O)N3CCCCC3)cc2)cc1` in Mtb BioA inh reads -0.3
# `COc1ccc(CN2CCCC(N3CCN(c4cccc(Cl)c4)CC3)C2)cc1OC` (configuration not stated) in FadD28 FP inh reads -4.6

# (continued)
structure,UGM FP inh,BoNT A protease,GDH-TPI counter,Mtb BioA inh,BoNT F protease,PfHsp40 yeast,FadD28 FP inh,Anthrax LF prot,FBA Mtb inh
Cc1nnc(NC(=O)c2cccc(S(=O)(=O)N3CCOCC3)c2)s1,3.7,0.1,14,-0.8,3,-1.0,-2.0,-2,-1
O=c1cc(CN2CCCCC2)c2c(ccc3ccccc32)o1,nt,0.1,nt,1.0,0,nt,-6.1,-6,7
CCOc1ccccc1NC(=O)C(=O)CC(=O)c1cccc(OC)c1,0.9,0.3,9,0.0,22,1.0,0.1,7,1
CC(NCCc1ccc(S(N)(=O)=O)cc1)C(=O)NCc1ccccc1 (configuration not stated),-1.4,-3.7,-1,2.6,-2,-0.6,1.7,-10,0
CC(=O)N1CCOc2ccc(S(=O)(=O)N3CC(C)CC(C)C3)cc21 (configuration not stated),-0.5,0.5,-2,-0.1,6,0.7,-1.8,-1,3
O=C(Cc1ccc(Cl)cc1)Nc1ccccc1C(=O)N1CCCC1,-0.7,0.2,1,-1.7,-4,-1.3,-1.1,1,0
O=C(CN1C(=O)/C(=C\c2ccc(F)cc2)Oc2ccccc21)N1CCN(c2ccccn2)CC1,1.8,0.2,-1,-1.8,1,1.9,-0.4,-1,9
Cc1cccc(NC(=O)c2cccc([N+](=O)[O-])c2O)c1C,nt,0.2,3,nt,-6,4.3,0.3,-5,-6
O=C(COC(=O)[C@H](Cc1ccccc1)NC(=O)c1cccs1)NC1CC1,0.3,-0.3,2,nt,-2,-0.7,1.2,-1,1
Cc1ccc(-n2c(SCC(=O)N/N=C/c3ccccc3C(=O)O)nnc2-c2ccccc2)cc1,-5.5,-1.4,14,-0.2,3,1.1,-2.2,-5,1
COc1ccc(N(C(C)C(=O)N/N=C/c2ccc(OC(C)C)cc2)S(C)(=O)=O)cc1 (configuration not stated),-0.3,-0.5,11,0.8,-6,0.0,0.2,-4,1
O=C1NC(=O)C(CCc2ccncc2)(CCc2ccncc2)C(=O)N1Cc1ccc(F)cc1,2.1,-0.9,-3,nt,2,6.4,0.0,2,1
COC(=O)c1ccccc1NC(=O)CCC(=O)N1CC(C)Oc2ccc(C)cc21 (configuration not stated),-0.4,-0.3,-14,0.6,-1,3.0,-7.3,3,-2
O=C(CSc1nnc(CNC(=O)C23CC4CC(CC(C4)C2)C3)n1-c1ccc(F)cc1)Nc1ccccc1,0.0,-0.8,11,nt,-6,18,-4.5,0,0
COCCNC(=O)C(NC(=O)C1CCCCC1)C(C)C (configuration not stated),-0.9,nt,3,nt,nt,0.0,-2.0,nt,5
O=C(c1nc2ccccn2c1CNCCCn1cccn1)N1CCCC1,2.7,-0.5,-4,-1.1,-2,-1.1,-5.5,-11,-3
COc1cc(CNc2ccc3c(c2)OCCO3)ccc1OCC(N)=O,0.1,-1.0,-5,nt,-7,0.2,-0.1,2,1
Cc1cccc2nc(-c3cccnc3)c(Nc3ccccc3)n12,-0.5,-0.9,-2,7.8,2,-1.1,-2.1,4,1
O=C(NCCc1cnc[nH]1)c1ccc(-c2ccccc2)cc1,0.2,3.1,9,17,16,-1.1,-0.3,-5,4
Cc1cc2ncn(S(=O)(=O)N3CCCCC3)c2cc1C,-2.2,1.2,8,1.5,0,2.8,-0.7,-2,1
O=c1c2c3c(sc2ncn1/N=C/c1cccnc1)CCCC3,-2.0,-0.4,24,nt,-4,-0.6,-0.5,-2,4
Cc1cc(C)nc(SCc2nnc(SCC#N)n2-c2cccc(Cl)c2)n1,-4.0,1.2,6,-0.8,16,0.7,-0.9,1,1
COc1cc2cc(C(=O)N3CCC(Cc4ccccc4)CC3)[nH]c2cc1OC,1.3,-1.5,5,0.3,-4,-0.6,-1.3,-10,7
O=c1c(CN2CCN(c3ccccn3)CC2)coc2ccccc12,0.1,1.9,9,nt,20,-0.5,-1.9,-1,3
CCN(CC(=O)Nc1c(F)cccc1F)C(=O)c1ccc(C#N)cc1,1.3,-3.2,6,-0.3,6,nt,0.3,-11,0
COc1ccccc1OCCCOc1ccc([N+](=O)[O-])cc1Cl,-1.7,-0.7,-1,-2.3,-7,-0.8,-4.6,-2,-4
COc1ccc(CNC(=O)CN2C(=O)C3CCCN3c3ncc(Cl)cc32)cc1 (configuration not stated),-0.4,?,19,-2.5,0,0.8,-1.0,-3,1
O=C(NCc1cccs1)C1CC(c2ccc(F)cc2)=NO1 (configuration not stated),-0.3,0.5,-4,-0.5,4,0.8,-3.8,-2,-3
CCO[C@H]1OC(C(=O)O)=C[C@@H](c2cn(C(C)=O)c3ccccc23)[C@@H]1CCCO,-0.9,-0.6,-1,0.4,5,-1.0,-1.1,-6,-1
CN(CC(=O)Nc1ccc(Cl)cc1)S(=O)(=O)c1ccc2c(c1)n(C)c(=O)c(=O)n2C,-2.6,-0.8,3,-0.8,2,-2.0,-1.7,1,-3
CC12CC(NC(=O)N1c1cccc(C(=O)N3CCN(c4ccccc4F)CC3)c1)c1ccccc1O2 (configuration not stated),2.3,-0.1,4,-0.7,-5,0.7,-2.9,-6,-1
COC(=O)c1c(C)n(-c2ccccc2)c2ccc(O)cc12,-0.2,-1.4,10,2.7,-5,0.5,-4.4,-6,0

# Two consecutive records from above:
structure,UGM FP inh,BoNT A protease,GDH-TPI counter,Mtb BioA inh,BoNT F protease,PfHsp40 yeast,FadD28 FP inh,Anthrax LF prot,FBA Mtb inh
COc1ccc(-c2sc3ccc(OC)cc3c2C#Cc2cncn2C)cc1,-2.0,1.7,6,-4.9,-6,-0.8,1.2,4,15
Cc1ccc(/C=N\NC(=O)C2COc3cc4ccccc4cc3O2)o1 (configuration not stated),-0.4,-0.7,8,0.7,-11,0.1,-0.7,-4,3

# (cont.)
structure,UGM FP inh,BoNT A protease,GDH-TPI counter,Mtb BioA inh,BoNT F protease,PfHsp40 yeast,FadD28 FP inh,Anthrax LF prot,FBA Mtb inh
CC1=NN(c2ccccc2)C(=O)C1C=Nc1ccccc1O (configuration not stated),-0.5,-0.1,17,nt,-11,0.1,-2.4,-6,-6
O=C(NCCN1CCCCC1)/C(=C/c1ccco1)NC(=O)c1ccccc1,0.5,-0.8,5,-3.3,7,0.4,-2.5,9,-1
COCCn1c(SCC(=O)NCC(c2ccccc2)N(C)C)nc2sc3c(c2c1=O)CCC3 (configuration not stated),nt,2.6,14,-0.9,1,0.3,-1.9,-1,0
CCc1ccc(C(C(=O)NC(C)(C)CC)N(Cc2ccco2)C(=O)Cn2nnc3ccccc32)cc1 (configuration not stated),-1.6,-0.8,-1,-0.4,-24,0.1,-1.1,0,3
Cc1nn(-c2nc3ccccc3[nH]2)c(=O)c2ccccc12,-3.1,-0.3,-4,nt,-2,-6.1,-3.9,-6,6
COc1ccc(OC)c(N(CC(=O)NCCSCc2ccc(C)cc2)S(C)(=O)=O)c1,-2.3,-6.1,5,-0.2,?,0.4,-1.4,-24,0
OCCNCc1cc(Br)ccc1OCc1ccc(Cl)cc1,2.4,-1.8,-2,1.5,-30,0.7,-3.7,-2,0
Nc1c(C(=O)NC2CCCC2)c2nc3ccccc3nc2n1/N=C/c1cccnc1,-0.4,0.5,6,-1.3,-5,0.0,-2.4,0,2
COc1ccc(/C=N/NC(=O)c2[nH]c3ccc(Br)cc3c2-c2ccccc2)cc1,-4.3,0.7,21,nt,-6,0.1,-0.7,2,4
C/C(=N\OCC(=O)N/N=C/c1ccccc1O)c1cccs1,-1.5,1.0,14,2.4,-6,1.9,1.6,-6,0
CCc1noc(C)c1C(=O)OCC(=O)N(CCOC)c1c(N)n(Cc2ccccc2)c(=O)[nH]c1=O,-2.8,1.2,4,-0.3,?,4.2,-3.5,-2,1
O=C(CCn1c(=O)[nH]c2ccsc2c1=O)N1CCN(Cc2ccc3c(c2)OCO3)CC1,-0.3,0.0,7,8.3,-2,1.1,-1.7,12,0
